Source: PubChem BioAssay (Dana-Farber Cancer Institute and Novartis Institutes for BioMedical Research (Cambridge, Mass))
USP7 block – blocks human USP7 ubiquitin-rhodamine cleavage; purified USP7, Ub-rhodamine cleavage fluorescence; inhibition, % at 20 µM; Q93009; actives 0.3% (n = 47,000)
UCHL1 inh – inhibitors of human UCHL1 deubiquitinase | purified UCHL1, Ub-rhodamine cleavage fluorescence | inhibition, % at 20 µM | actives 0.2% (n = 47,000) | AID 1645859
USP17 inh – inhibitors of human USP17 deubiquitinase; A8MUK1; actives 6.5% (n = 47,000); inhibition, % at 50 µM; AID 1645855; purified USP17, Ub-rhodamine cleavage fluorescence, 3 h
Target sequence (A8MUK1 whole entry, looked up): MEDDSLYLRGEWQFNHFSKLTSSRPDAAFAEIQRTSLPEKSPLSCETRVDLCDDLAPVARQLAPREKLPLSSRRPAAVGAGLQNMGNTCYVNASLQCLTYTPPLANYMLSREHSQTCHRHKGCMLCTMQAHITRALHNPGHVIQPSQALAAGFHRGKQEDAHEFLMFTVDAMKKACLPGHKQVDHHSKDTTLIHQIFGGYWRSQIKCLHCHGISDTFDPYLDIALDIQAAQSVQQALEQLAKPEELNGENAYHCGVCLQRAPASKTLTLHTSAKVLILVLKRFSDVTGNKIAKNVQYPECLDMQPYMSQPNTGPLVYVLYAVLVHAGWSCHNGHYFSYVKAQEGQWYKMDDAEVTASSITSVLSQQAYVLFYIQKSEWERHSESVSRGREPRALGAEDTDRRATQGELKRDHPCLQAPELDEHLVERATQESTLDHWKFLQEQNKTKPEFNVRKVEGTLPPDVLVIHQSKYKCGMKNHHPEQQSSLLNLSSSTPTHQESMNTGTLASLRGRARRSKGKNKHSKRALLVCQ
USP28 inh – blocks human USP28 ubiquitin-rhodamine cleavage; Q96RU2; inhibition, % at 25 µM; AID 1645857; purified USP28, Ub-rhodamine cleavage fluorescence, 30 min; actives 3% (n = 47,000)
OTUD3 block – inhibitors of human OTUD3 deubiquitinase | inhibition, % at 25 µM | AID 1645858 | actives 0.7% (n = 47,000) | purified OTUD3, Ub-rhodamine fluorescence, 2 h
USP10 inh – blocks human USP10 ubiquitin-rhodamine cleavage. purified USP10, Ub-rhodamine fluorescence, 60 min. inhibition, % at 20 µM. actives 1.1% (n = 47,000)
USP30 inh – human USP30 deubiquitinase inhibition | purified USP30, Ub-rhodamine cleavage fluorescence | inhibition, % at 25 µM | actives 5.3% (n = 47,000)
Target sequence (Q70CQ3 whole entry, looked up): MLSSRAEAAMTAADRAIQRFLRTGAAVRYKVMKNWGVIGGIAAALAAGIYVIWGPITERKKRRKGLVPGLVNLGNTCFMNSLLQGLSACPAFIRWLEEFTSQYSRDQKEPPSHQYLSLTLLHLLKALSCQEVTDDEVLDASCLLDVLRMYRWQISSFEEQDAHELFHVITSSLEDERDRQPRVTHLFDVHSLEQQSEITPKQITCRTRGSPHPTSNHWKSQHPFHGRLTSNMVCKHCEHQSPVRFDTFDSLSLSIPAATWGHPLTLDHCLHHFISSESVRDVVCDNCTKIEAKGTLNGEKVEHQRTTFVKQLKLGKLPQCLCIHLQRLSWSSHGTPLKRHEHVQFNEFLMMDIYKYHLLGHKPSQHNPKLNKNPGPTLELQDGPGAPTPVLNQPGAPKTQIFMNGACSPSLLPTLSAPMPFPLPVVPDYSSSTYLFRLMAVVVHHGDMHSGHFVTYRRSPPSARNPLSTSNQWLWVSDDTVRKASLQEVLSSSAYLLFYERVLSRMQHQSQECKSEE
USP8 block – human USP8 deubiquitinase inhibition; P40818; AID 1645853; actives 4.2% (n = 47,000); inhibition, % at 20 µM; purified USP8, Ub-rhodamine cleavage fluorescence, 30 min
The depositor's hits bear a star; / = no result given. Cut-off read from the data, not from the text of the source: active = inhibition above about 30%; inactive = the rest.

SMILES	USP7 block	UCHL1 inh	USP17 inh	USP28 inh	OTUD3 block	USP10 inh	USP30 inh	USP8 block
COC(=O)CNC(=O)c1cn(-c2ccccc2)nc1-c1ccccc1	-1	0	3	10	12	0	19	3
Cc1ccc(S(=O)(=O)N(Cc2cc3ccc(C)cc3[nH]c2=O)CC2CCCO2)cc1 (stereo not given)	-10	-9	-20	-10	-15	-10	-85	0
Cc1ccc2nc(Nc3ccccc3)nc(-c3ccccc3)c2c1	3	3	-25	-32	-74	4	-242	3
Cc1noc(-c2cccn2Cc2ccccc2F)n1	2	2	14	25	9	5	2	6
CN1CCC(N(C(=O)c2ccc(Cl)cc2Cl)C2CCN(C)CC2)CC1	0	-2	-3	-12	-4	-2	-17	0
COc1cccc(-c2noc(C(=O)NCCc3ccccc3OC)n2)c1	4	0	-10	-17	-6	1	-5	-1
CC(NC(=O)C1=CCN(Cc2ccccc2)CC1)c1ccccc1 (stereo not given)	1	-1	-12	-13	-5	-7	-48	-5
CC(C)NC(=O)c1cccnc1N1CCNC(c2ccccc2)C1 (stereo not given)	1	2	-10	7	7	2	22	0
O=C(NCc1ccncc1)c1nc(-c2ccncc2)no1	1	-1	-6	-2	-1	-3	-1	0
Cc1cnc(C2CN(C(=O)c3ccc4ccccc4n3)CCO2)[nH]1 (stereo not given)	3	4	10	9	9	1	12	18
Nc1cc2nc3ccccc3oc-2cc1=O	-6	3	45*	6	-2	-3	-60	-9
CN(C)c1nc(N)c(C(=O)N=C(N)N)nc1Cl	-1	-6	2	9	1	0	7	-2
CC1CCN(C(=O)c2cnc3sc4c(n3c2=O)CCCC4)CC1	0	0	-7	1	-1	1	0	5
CCCS(=O)(=O)N1CCC2(C/C=C/Cc3ccccc3OCC(=O)NC2)CC1	0	1	-5	-1	-4	0	12	2
CC(=O)N[C@@H]1C[C@@H](Oc2cccc(F)c2)[C@H](O)[C@H]1N1CCCC1	4	3	6	0	8	-1	11	17

Compound profiles (already shown):
CC(C)NC(=O)c1cccnc1N1CCNC(c2ccccc2)C1 (stereo not given) as listed: USP7 block: 1; UCHL1 inh: 2; USP17 inh: -10; USP28 inh: 7; OTUD3 block: 7; USP10 inh: 2; USP30 inh: 22; USP8 block: 0
Cc1ccc(S(=O)(=O)N(Cc2cc3ccc(C)cc3[nH]c2=O)CC2CCCO2)cc1 (stereo not given) as listed: USP7 block: -10; UCHL1 inh: -9; USP17 inh: -20; USP28 inh: -10; OTUD3 block: -15; USP10 inh: -10; USP30 inh: -85; USP8 block: 0

Seven entries drawn at random from the list so far:
SMILES	USP7 block	UCHL1 inh	USP17 inh	USP28 inh	OTUD3 block	USP10 inh	USP30 inh	USP8 block
COC(=O)CNC(=O)c1cn(-c2ccccc2)nc1-c1ccccc1	-1	0	3	10	12	0	19	3
CC1CCN(C(=O)c2cnc3sc4c(n3c2=O)CCCC4)CC1	0	0	-7	1	-1	1	0	5
CN(C)c1nc(N)c(C(=O)N=C(N)N)nc1Cl	-1	-6	2	9	1	0	7	-2
CC(C)NC(=O)c1cccnc1N1CCNC(c2ccccc2)C1 (stereo not given)	1	2	-10	7	7	2	22	0
Cc1ccc(S(=O)(=O)N(Cc2cc3ccc(C)cc3[nH]c2=O)CC2CCCO2)cc1 (stereo not given)	-10	-9	-20	-10	-15	-10	-85	0
Cc1ccc2nc(Nc3ccccc3)nc(-c3ccccc3)c2c1	3	3	-25	-32	-74	4	-242	3
Nc1cc2nc3ccccc3oc-2cc1=O	-6	3	45*	6	-2	-3	-60	-9

(list continues)
SMILES	USP7 block	UCHL1 inh	USP17 inh	USP28 inh	OTUD3 block	USP10 inh	USP30 inh	USP8 block
CCN(CC)S(=O)(=O)c1ccc(OC(C)C)c(NS(=O)(=O)c2cccc(C(F)(F)F)c2)c1	-3	6	2	11	5	19	5	3
O=C(Cc1ccc(Cl)cc1)Nc1cc(-c2ccccn2)no1	-15	-3	40*	1	0	0	5	6
Fc1ccc(-c2nc(C3CC3)ncc2-c2nnnn2-c2ccccc2)cc1F	-1	5	15	17	18	5	30*	23
O=C(c1sc2ccccc2c1C1CNCCO1)N1CCOCC1 (stereo not given)	-4	-1	-6	-2	-3	2	-2	1
COc1ccc(-c2noc(CC(=O)Nc3cccc(OC)c3)n2)cc1	-3	-1	25	0	-6	0	-18	-6
Cc1ccc(Nc2nc(C(=O)N3CCN(c4ccccn4)CC3)cc3occc23)cc1Cl	-8	4	15	9	-7	0	-70	29
Cc1cnc(C2CN(C(=O)CCc3c[nH]c4ccccc34)CCO2)[nH]1 (stereo not given)	2	-3	-6	-14	-5	0	-2	1
Fc1ccc(Nc2nc(CN3CCOCC3)nc3sc4c(c23)CCC4)cc1Cl	-165	3	5	5	4	1	12	5
O=C(c1ccccc1F)N1CCC(Cc2nc(-c3cnccn3)no2)CC1	7	3	11	9	2	-1	8	13
CC(C)(C)C(=O)N1CCC(c2nc3c(nnn3Cc3ccccc3)c(=O)[nH]2)CC1	1	0	11	9	5	3	29	13
CC1CCN(C(=O)c2csc(-c3ccc(N4CCCC4)nc3)n2)CC1	-2	0	-7	0	-5	0	-24	-23
O=C(O)CCCC(=O)N1CCc2cc(S(=O)(=O)N3CCCC3)ccc21	-2	-4	-23	-9	-15	-2	-90	-37
O=C(Cn1cc(S(=O)(=O)Cc2ccccc2F)c2ccccc21)N1CCCC1	-3	-2	-11	0	-6	2	8	-13
O=C(C1CCCN(Cc2cccc(Cl)c2)C1)N1CCC(Cc2ccccc2)CC1 (stereo not given)	-3	-2	-13	-15	-15	-8	-21	-15
NS(=O)(=O)c1ccc(NC(=O)c2ccc3ncsc3c2)cc1	0	-1	17	15	10	0	3	-2
O=C(NCc1noc(C2CCCCC2)n1)C1CCCCC1	-5	1	-4	-6	-4	-1	-14	1
CC1=N[C@@]2(CC[C@@H]3CN(C(=O)Nc4ccccc4C)C[C@@H]32)C(=O)N1CC1CC1	-1	-3	-24	-8	-7	1	-15	-54
CCN(CCCNS(=O)(=O)c1ccc2c(c1)CCCC(=O)N2)c1ccccc1	-1	2	-12	0	0	2	-17	4
COc1ccc(-c2c(C(=O)O)sc3c2NC(=O)CC3c2ccccc2OC(C)C)cc1 (stereo not given)	6	3	16	4	7	5	12	21
CCCCCC(=O)Nc1cc(=O)[nH]c2nc(CCc3ccccc3)nn12	6	0	18	9	7	1	-33	19
CCCn1nnnc1CN1CCc2cc(OC)c(OC)cc2C1c1ccccc1 (stereo not given)	3	2	10	8	10	6	33*	13
CNC(=O)c1cc(CC2CCCN(c3ccncn3)CC2)ncn1 (stereo not given)	0	-5	-3	-12	-7	-2	-5	-7
C=C1CCC2[C@](C)(CCC[C@]2(C)C(=O)OC)[C@H]1CCc1ccoc1CNC(CCSC)C(=O)O (stereo not given in full)	2	-7	28	-15	-8	-8	-60	43*
COc1cc(N2CC[C@H]3O[C@@H](C(=O)N4CCOCC4)CC[C@H]32)ncn1	4	-3	-2	-2	-1	2	8	2
O=C(c1ccccc1Oc1ccccc1)N1CCn2c1nc1ccccc12	-62	-1	-9	7	-6	0	-1	-15
Cc1cnn(CC2CN(Cc3nnsc3Cl)CCO2)c1 (stereo not given)	-5	-3	-6	8	-1	-2	-10	-17
Cn1ccc2ccn(Cc3ccccc3)c(=O)c21	-16	0	-4	21	-4	-1	-11	6
O=C(c1cccs1)[C@@H]1[C@@H](C(=O)c2ccc3c(c2)OCO3)[C@]2(C(=O)Nc3ccccc32)[C@H]2C=Cc3ccccc3N12	-1	1	-3	-63	-43	-1	-225	38*
O=S(=O)(c1cc(F)ccc1F)N1CCN(c2ccccn2)CC1	2	2	-12	3	10	1	-1	0
Cc1nnc(C(=O)Nc2ccc(C(=O)NCc3ccc(F)cc3)cc2)s1	4	3	-6	-7	-7	18	-20	4

Sorted by number of heavy atoms (falling): three of the compounds above
SMILES	USP7 block	UCHL1 inh	USP17 inh	USP28 inh	OTUD3 block	USP10 inh	USP30 inh	USP8 block
O=C(c1cccs1)[C@@H]1[C@@H](C(=O)c2ccc3c(c2)OCO3)[C@]2(C(=O)Nc3ccccc32)[C@H]2C=Cc3ccccc3N12	-1	1	-3	-63	-43	-1	-225	38*
CCCn1nnnc1CN1CCc2cc(OC)c(OC)cc2C1c1ccccc1 (stereo not given)	3	2	10	8	10	6	33*	13
O=S(=O)(c1cc(F)ccc1F)N1CCN(c2ccccn2)CC1	2	2	-12	3	10	1	-1	0

Other entries.
SMILES	USP7 block	UCHL1 inh	USP17 inh	USP28 inh	OTUD3 block	USP10 inh	USP30 inh	USP8 block
Cc1ccc(NC(=O)Nc2c(-n3cnnc3)nn(C)c2C)cc1	8	4	19	0	19	0	20	21
COc1ccc(C(C(=O)NC2CCCCC2)N(C(=O)CCCC(=O)Nc2ccccn2)c2ccccc2C)cc1 (stereo not given)	-2	0	56*	6	-6	1	11	-1
O=S(=O)(c1ccccc1)N1CCN2C[C@@H](CO)[C@H](c3ccccc3)[C@H]2C1	0	0	11	7	15	-3	20	-2
Cc1ccc(CS(=O)(=O)c2cn(CC(=O)N3CCCC3)c3ccccc23)cc1	-4	1	-7	-18	-5	-3	-4	-21
CSCS(=O)C[C@H](CO)NC(=O)/C=C/c1c(C)[nH]c(=O)[nH]c1=O (stereo not given in full)	-3	-1	-20	0	1	-5	-5	-7
CC1=C(C(=O)OCCOc2ccccc2)C(c2ccccc2OC(C)C)NC(=O)N1 (stereo not given)	-20	3	-10	9	1	5	26	-1
CC(C)CCNC(=O)c1cnn2c(C(F)(F)F)cc(-c3ccccc3)nc12	-10	4	-1	-9	1	9	-3	-25
Cc1c(-c2noc(-c3ccc[nH]3)n2)nnn1-c1ccc(F)cc1	-2	-1	5	-9	-5	-2	-13	8
Cc1cc(C)n(CC(=O)N2CCCCCC2c2ccncc2)n1 (stereo not given)	0	0	-6	-9	-4	1	11	7
COc1cccc2c1OCC(NS(=O)(=O)c1ccc(C(C)=O)cc1)C2 (stereo not given)	-2	-1	-6	-9	-6	1	-14	-1
COc1ccc(C2(C(=O)N3CCC[C@@H]3Cn3nnc4c(=O)[nH]c(C)nc43)CCCC2)cc1	-6	-4	-13	-9	-2	0	-11	-13
CCn1nc(NS(=O)(=O)c2ccc(NC(C)=O)cc2)c2cc3ccccc3nc21	-1	-8	-21	-26	-11	-10	-48	-17
Cc1nnc(NC(=O)C2CCN(c3ccc(S(N)(=O)=O)cc3[N+](=O)[O-])CC2)o1	43*	36*	73*	66*	67*	62*	29	19
C=C1CC[C@H]2[C@@](C)(COC(C)=O)CCC[C@]2(C)[C@H]1CC/C(C)=C/COC(C)=O	12	3	20	7	19	9	25	4
Cn1c(=O)c(C(=O)Nc2ccc(F)c(Cl)c2)cc2cccnc21	4	0	14	9	13	-5	11	8
O=C(NCc1ccc(Cl)cc1)C1Cc2c(ccc3ccccc23)O1 (stereo not given)	1	0	-4	-2	5	1	3	-2
CCn1nc(C)cc1C(=O)Oc1ccc(C)cc1	3	4	5	4	8	1	19	13
O=C(Nc1cccc(S(=O)(=O)N2CCCC2)c1)c1ccc2c(=O)n3c(nc2c1)CCCCC3	0	4	20	62*	1	9	27	2
COc1ccccc1CCNCc1c(C(=O)O)c(C)n(-c2ccc(C)cc2)c1C	4	1	-1	0	2	-2	-9	-7
CCc1cccc(CC)c1NC(=O)COC(=O)c1cc2cccc(OC)c2oc1=O	22	3	90*	4	6	33*	39*	62*
CC(=O)N1CCCC2(CCN(C(=O)c3ccccc3-c3ccccc3)CC2)C1	2	1	-1	10	13	0	22	-147
Cc1cc(-c2cccc(C(=O)O)c2)nc(C2CCCN(C(=O)C(C)(C)C)C2)n1 (stereo not given)	2	-2	0	3	0	1	9	-2
COCC1CN(C(=O)c2ccnnc2)Cc2cn(CC3CC3)nc21 (stereo not given)	0	0	-14	0	-2	-6	-6	-43
COc1ccc(CNC(=O)c2ccc(Oc3nccnc3N3CCCCC3)cc2)cc1OC	3	3	-4	0	5	-3	1	-8
CNC(=O)c1sc2nccnc2c1C1CCN(C(=O)c2cccc(F)c2)CC1	2	0	-6	-6	-5	2	13	0
COc1ccc(/C=C/C(=O)Nc2ccc(C)cn2)cc1	8	5	70*	/	1	14	/	9
CC1=C(c2ccccc2)S(=O)(=O)N=C1N1CCC(NC(=O)C2CCOC2)CC1 (stereo not given)	5	1	21	16	11	-2	4	17
O=C(Cn1c(=O)n(C2CC2)c(=O)c2nscc21)Nc1cccc(F)c1	2	3	6	4	4	-1	10	10
COc1cccc(CN2C[C@H]3N(C)C(=O)c4ccccc4C(=O)[C@@]3(C)C2)c1	2	0	0	-6	-1	-1	-14	18
N#Cc1oc2ccccc2c1NC(=O)Cc1c(Cl)cccc1Cl	9	-1	7	11	3	-3	2	18
O=C1C2Cc3c([nH]c4ccccc34)C(c3ccccc3)N2C(=O)CN1CC1CCCO1 (stereo not given)	-11	1	-5	-5	-3	-3	-19	-2
CCn1c(COc2ccc3c(c2)OCO3)nnc1SCc1ccc([N+](=O)[O-])cc1	-38	2	-1	16	8	1	16	-117
CCCCCCn1[nH]c(C)c(C(=O)c2ccc(C(=O)c3c(C)[nH]n(CCCCCC)c3=O)cc2)c1=O	-1	-1	20	-15	0	2	7	2
COc1cc([N+](=O)[O-])ccc1NC(=O)COC(=O)Cc1c[nH]c2ccccc12	-13	2	-7	-10	-7	12	-16	-60

Not a hit list; 13% or so of the library scored in one or more.
